Assay outcomes (PubChem)
HEK293 cAMP cs = qHTS Assay for Agonists of the Thyroid Stimulating Hormone Receptor: Activators of Intracellular cAMP Concentrations in Parental HEK 293; parental HEK293 CNG cAMP sensor, membrane potential fluorescence; Potency, µM (titrated, usually from 57.1 µM), for inactives: top-dose activation, most hits filed as activators; hit rate 2.5% among 73,000; AID 938, 2007; note: potency is the fitted concentration of half-maximal effect; % of control where 0% means no effect; nearly all actives have a fitted effect of over 55% in size
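Parental HEK 293 cells stably expressing a modified CNG channel (no TSHR) report cAMP rise as membrane depolarization. Membrane potential dye with 100 uM RO 20-1724 was loaded for 60 min at room temperature, then compound added for 30 min; fluorescence read at 590 nm.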
ERK AVP inh = qHTS Assay for Inhibitors of the ERK Signaling Pathway using a Homogeneous Screening Assay. AID 995, 2007. HEK293-V1b, vasopressin-stimulated pERK AlphaScreen. Potency, µM (titrated, usually from 57.5 µM), inactives show top-dose activity, negative = inhibition, most hits filed as inhibitors. hit rate 0.99% among 72,000; note: potency is the fitted concentration of half-maximal effect; % is set by controls: 0 for no effect and ±100 for the full control effect; nearly all actives have a fitted effect of over 55% in size
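V1b-HEK293 cells; cpd 30 min 37C; 25 nM vasopressin 5 min; lyse 10 min; AlphaScreen beads 5 hr RT. Normalized to DMSO basal and 25 nM vasopressin; AC50 by Hill fit.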
USP2a inhib = qHTS Assay for Inhibitors of Ubiquitin-specific Protease USP2a. Ubiquitin carboxyl-terminal hydrolase 2 (Homo sapiens), O75604. USP2a enzymatic assay, qHTS inhibition. Potency, µM (doses to about 38.3 µM), for the others: at the highest dose activity change, negative = inhibition, usual class: inhibitors. hit rate 0.1% among 60,000. AID 927, 2007;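 note: potency is the fitted concentration of half-maximal effect; nearly all actives have a fitted effect of over 60% in size; plate controls were DMSO for no effect and NEM full inhibition control for full effect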
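Coupled readout: USP2-cleaved Ub-PLA2 (20nM final) turns over NBD C6-HPC (20uM final), Ex 460nm/Em 535nm after 2.5 h, time-zero read flagging artifacts. Enzyme (20nM final, pH 8.0 Tris) given 30 min RT with compound first; NEM defines full inhibition.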
Caspase-7 inhib = qHTS Assay for Allosteric/Competitive Inhibitors of Caspase-7. Potency, µM (highest dose often 57.5 µM), inactives show top-dose activity change, negative = inhibition, most hits filed as inhibitors. hit rate 0.02% among 75,000. P55210. recombinant caspase-7, Ac-DEVD-AFC fluorescence rate; active = well fitted inhibition curve with a large enough effect in the main read-out, with a control signal flat, not every such curve was filed as active; inconclusive = small, poorly fitted or top-dose-only effect, or a change in a side signal; note: potency is the fitted concentration of half-maximal effect; % of control where 0% means no effect
BRCT PPI green = qHTS Assay for Inhibitors of BRCT-Phosphoprotein Interaction (Green Fluorophore); Breast cancer type 1 susceptibility protein (Homo sapiens), P38398; BRCA1 BRCT-phosphopeptide binding, green fluorescence polarization; Potency, µM (top dose mostly 76.9 µM), for inactives: at the top dose activity change, negative = inhibition, hits mostly inhibitors; hit rate 0.05% among 75,000;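 note: potency is the fitted concentration of half-maximal effect; plate controls were peptide without protein for full effect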
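Fluorescence polarization: His-tagged BRCT (~35 kDa BRCA1 C-terminus, 250 nM) bound to 100 nM fluorescein-labeled phosphorylated 10-aa BACH1 peptide, pH 7.3 phosphate buffer with DTT and Tween 20. Compounds incubated 12 min at room temperature; inhibition read as lowered polarization.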
CRE Fsk mod = Cell signaling CRE-BLA (Fsk stim) | CHO CRE-bla reporter (cAMP response element driving beta-lactamase), forskolin EC10, beta-lactamase ratio | Potency, µM (series often up to 38.2 µM), without a hit: at the top dose activity change, negative = inhibition, most hits filed as activators | hit rate 2.5% among 71,000 | AID 662, 2007; active = well fitted activation curve with a large enough effect in the signal ratio, with a control signal flat, not every such curve was filed as active; inconclusive = small, poorly fitted or top-dose-only effect, or effect the other way, or a change in a side signal; the % refers to the signal ratio; note: potency is the fitted concentration of half-maximal effect; % of control where 0% means no effect
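Using CellSensor CRE-bla CHO cells in Opti-MEM with 0.5% dialyzed FBS, compounds were titrated with EC10 NKH 477 for 3 h at 37 °C. CCF4 ratio (460/530 nm) gave %Activity; AC50 derived.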
Luciferase inh = qHTS Assay for Inhibitors of Firefly Luciferase; purified firefly luciferase, luminescence, 8 min; hit rate 2.2% among 72,000; Luciferin 4-monooxygenase (Photinus pyralis), P08659; Potency, µM (highest dose often 57.1 µM), for inactives: at the highest dose activity change, negative = inhibition, most hits filed as inhibitors; note: potency is the fitted concentration of half-maximal effect; % is set by controls: 0 for no effect and ±100 for the full control effect; nearly all actives have a fitted effect of over 40% in size
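Here, luciferase activity is measured as luminescence following an 8 min room-temperature reaction at 10 uM ATP, pH 7.2. Every library sample is titrated.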
BRCT PPI red = qHTS Assay for Inhibitors of BRCT-Phosphoprotein Interaction (Red Fluorophore). Breast cancer type 1 susceptibility protein (Homo sapiens), P38398. BRCT-phosphopeptide binding, red fluorescence polarization. Potency, µM (top dose mostly 76.9 µM), for the others: top-dose activity change, negative = inhibition, hits mostly inhibitors. hit rate 0.03% among 75,000. AID 892, 2007; note: % is set by controls: 0 for no effect and ±100 for the full control effect
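Rhodamine-labelled pBACH1 10-mer (100 nM) bound to BRCT domain (100 nM) at pH 7.3; compounds incubated 12 min room temperature, polarization read. Free peptide defines full inhibition; unlabelled decapeptide titrated as control.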
Tau filament bind = qHTS Assay for Tau Filament Binding | Microtubule-associated protein tau (Homo sapiens), P10636 | recombinant tau filaments, thioflavin S fluorescence, 15 h; filaments grown with octadecylsulfate alongside compound | Potency, µM (series often up to 57.1 µM), inactives show at the top dose activity change, negative = inhibition | hit rate 2% among 71,000;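 note: potency is the fitted concentration of half-maximal effect; % is set by controls: 0 for no effect and ±100 for the full control effect; actives lower thioflavin S fluorescence by blocking filaments or displacing dye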
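His-tagged recombinant human tau (exons 2, 3 and 10 included), 1 uM, was induced to fibrillize by 30 uM sodium octadecylsulfate with compound present. After 15 h at 37 C, thioflavine S fluorescence (ex 450, em 510 nm) was read.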
A350 autofl = qHTS Assay for Spectroscopic Profiling in A350 Spectral Region. Compound autofluorescence, 340/450 nm, Alexa 350 dye-equivalents; hits give high values. max dye-equivalent concentration, M. hit rate 11% among 59,000. AID 590, 2007; in the data active = max dye-equivalent concentration above about 10 nM; inconclusive = mostly about 1.1 nM to 9.6 nM
Casp1 inh = qHTS Assay for Allosteric/Competitive Inhibitors of Caspase-1. P29466. Potency, µM (highest dose often 57.5 µM), for inactives: top-dose activity change, negative = inhibition, most hits filed as inhibitors. AID 900, 2007. Caspase-1 enzyme, Ac-WEHD-AFC fluorogenic rate. hit rate 0.03% among 75,000;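 note: potency is the fitted concentration of half-maximal effect; plate controls were vehicle for no effect and no substrate for full effect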
* = called active by the depositor; i = inactive; ? = inconclusive; . = no result given; [ ] = remark or other dose. Unless noted, calls come from the whole dose curve; as a rule, active = well fitted curve in the direction sought with a large enough effect; inconclusive = small, poorly fitted or top-dose-only effect, or another doubt; inactive = no such curve, though single readings can be large; an effect the other way counts as inactive or inconclusive.

entry | Structure | HEK293 cAMP cs | ERK AVP inh | USP2a inhib | Caspase-7 inhib | BRCT PPI green | CRE Fsk mod | Luciferase inh | BRCT PPI red | Tau filament bind | A350 autofl | Casp1 inh
1 | CC1CCCCC1NC(=O)CSc1nc2ccccc2c(=O)n1Cc1ccco1 (stereo unspecified) | ? | 3% | 0% | 0% | 0.3% | -8% | 4% | 0.1% | 0% | i | -1%
2 | COc1ccc(-n2c(SCC(=O)NCc3cccs3)nnc2-c2ccoc2C)cc1 | -3% | -17% | -1% | -2% | 0.5% | 10% | -29% | -0.2% | -4% | 2.7e-08M* | 0%
3 | CCn1nc(CC(=O)Nc2nnc(CC(=O)N3CCCC3)s2)c2ccccc2c1=O | 7% | 17% | -1% | 0% | 1.3% | -1% | 1% | -2.4% | -6% | i | 1%
4 | O=c1cc(-c2ccncc2)oc2ccccc12 | -4% | -25% | -2% | 4% | -1.8% | ? | -2% | 0.3% | -14% | . | 1%
5 | Cn1c(=O)cc(OCC(=O)NCCCN2CCN(c3cccc(Cl)c3)CC2)c2ccccc21 | 19% | -14% | . | -4% | -2.2% | 2% | 1% | -1.0% | 125% | . | -4%
6 | CCOC(=O)c1c(NS(C)(=O)=O)sc2c1CCC(C)C2 (stereo unspecified) | 23% | 3% | 16% | -2% | -2.6% | 10% | -2% | -0.4% | 1% | . | -2%
7 | O=C1C(Cl)=C(NC2CCc3ccccc32)C(=O)c2ncccc21 (stereo unspecified) | -23% | ? | . | ? | -4.6% | ? | . | -1.3% | 25µM* | . | 1.6µM*
8 | O=S(NCc1ccco1)C12CC3CC(CC(C3)C1)C2 (stereo unspecified) | 14% | -6% | 8% | -2% | -2.8% | -20% | 0% | 1.3% | 2% | i | 0%
9 | CCc1ccc(NS(=O)(=O)c2cc(OC)ccc2OC)cc1 | 10% | -6% | 4% | -1% | 6.6% | -6% | 1% | -0.5% | 4% | . | -3%
10 | CCOC(=O)c1[nH]c2c(c1C)C(=O)CC(c1ccc(F)cc1)C2 (stereo unspecified) | 18% | . | . | 0% | -2.8% | ? | -3% | -4.1% | 116% | . | -1%
11 | COc1ccc(-c2nc(CSCC(=O)N3CCc4ccccc43)c(C)o2)cc1OC | 10% | 19% | 18% | 3% | -1.9% | -1% | 6% | -1.0% | 25% | i | 2%
12 | Cc1ccc(S(=O)(=O)Cc2csc(N)n2)cc1 | -6% | -2% | -3% | 1% | -3.1% | -3% | -9% | 1.1% | -1% | i | 0%
13 | COc1ccccc1CNC(=O)CCCn1c(=O)c2ccccc2n(CC(=O)NC2CCCC2)c1=O | 7% | 5% | 3% | -1% | 0.3% | ? | 1% | 1.9% | -3% | i | 0%
14 | O=C(NCC(=O)N(CC1CCCO1)C(C(=O)NC1CCCCC1)c1ccc(F)cc1)c1ccco1 (stereo unspecified) | 26% | -1% | 74%[activator] | 0% | -1.2% | 9% | 3% | -1.4% | -8% | ? | -1%
15 | COc1cccc(-c2cc(C(=O)N3CCCCCC3)no2)c1 | 17% | 5% | . | -2% | 0.5% | 3% | 7.9µM* | 0.6% | -24% | . | -6%

Later entries
entry | Structure | HEK293 cAMP cs | ERK AVP inh | USP2a inhib | Caspase-7 inhib | BRCT PPI green | CRE Fsk mod | Luciferase inh | BRCT PPI red | Tau filament bind | A350 autofl | Casp1 inh
16 | Cc1cc(C)c(C#N)c(SCC2COc3ccccc3O2)n1 (stereo unspecified) | ? | . | . | -2% | -0.5% | . | . | -0.3% | . | . | -2%
17 | CSc1cccc(NC(=O)CN(c2ccc(C)cc2C)S(C)(=O)=O)c1 | 24% | ? | -3% | -8% | 2.7% | -13% | 2% | -1.0% | 92% | . | -8%
18 | CC(=O)NC12CC3CC(C1)CC(C(=O)OCC(=O)Nc1ncc(Cl)c(C)c1Cl)(C3)C2 | -3% | -1% | 30%[activator] | -18% | -1.2% | -15% | 2% | -2.5% | -22% | ? | -5%
19 | COc1ccccc1NC(=O)CC1C(=O)NCCN1C(=O)Nc1ccc(Cl)c(Cl)c1 (stereo unspecified) | -21% | ? | 37%[activator] | 0% | -1.1% | -14% | 1% | -0.6% | -9% | i | 1%
20 | COc1ccccc1NC(=O)CN1CCC(n2c(C)nc3cc(F)ccc32)CC1 | 31% | ? | . | 1% | 1.2% | 2µM* | -1% | 1.4% | 8% | i | -1%
21 | COC(=O)CCC(=O)Nc1cccc(Cl)c1 | 3% | -19% | 1% | -1% | -2.5% | -2% | 1% | -1.3% | 8% | i | 1%
22 | CCCn1c(SCC(=O)NCc2ccco2)nnc1C(C)C | 10% | 10% | -3% | -3% | -0.4% | -5% | -1% | 0.3% | 9% | i | -3%
23 | O=C(C1CC1)N1CCc2cc(S(=O)(=O)NC3CCN(Cc4ccccc4)CC3)ccc21 | 14% | 10% | 25% | -2% | -4.0% | 12% | -1% | -0.1% | 11% | i | -1%
24 | Cc1cc(C(=O)CSCCCn2c(=O)[nH]c3ccccc32)c(C)n1C | 16% | -30% | 13% | -1% | -4.2% | -3% | 2% | -2.2% | 2% | i | -3%
25 | COc1cc(OC)cc(C(=O)NCC(=O)N2CCCCC2)c1 | -10% | -4% | -6% | -2% | -1.7% | -3% | -1% | -0.3% | 4% | i | -6%
26 | CCCCn1nnnc1NCc1cc(OC)c(OC)c(OC)c1 | 2% | -1% | 8% | 0% | -1.8% | 3% | 2% | 0.2% | 2% | i | 1%
27 | N#CCC(=O)NC(=O)NCC1CC1 | . | 12% | . | -1% | -1.8% | . | . | -0.9% | . | . | -1%
28 | COc1ccc2c(c1)c1ncn(Cc3ccco3)c(=O)c1n2C | ? | -20% | 27% | -2% | -3.3% | 1µM* | -3% | 1.5% | 6% | 1.1e-06M* | -3%
29 | CCOc1ccc(C2N(c3ccc(F)cc3)C(=O)C3CCCN32)cc1 (stereo unspecified) | 9% | -19% | . | -3% | 1.4% | -5% | -4% | 0.4% | 12% | . | -4%
30 | CCn1c(-c2ccc(N(C)C)cc2)nc2ccccc21 | 16% | -29% | 4% | -4% | 2.3% | ? | 1% | -0.6% | 11% | i | -6%

(further entries)
entry | Structure | HEK293 cAMP cs | ERK AVP inh | USP2a inhib | Caspase-7 inhib | BRCT PPI green | CRE Fsk mod | Luciferase inh | BRCT PPI red | Tau filament bind | A350 autofl | Casp1 inh
31 | CN(C1CCCCC1)S(=O)(=O)c1ccc(S(=O)(=O)N2CCCC2)cc1 | 27% | 7% | 1% | -1% | 0.5% | 6% | 2% | -1.4% | -10% | i | -1%
32 | CCOc1ccc2c(c1)sc1nc(C(=O)OC)cc(=O)n12 | -4%[11.4 µM] | -23% | 1%[7.66 µM] | -1% | -0.5% | ? | 1% | 1.1% | -12%[11.4 µM] | . | -1%
33 | O=C(Cc1c(F)cccc1Cl)NCC1CCCO1 (stereo unspecified) | 5% | 1% | -5% | 0% | -0.3% | -1% | -1% | 0.2% | 1% | i | -1%
34 | O=C(Cn1cnc2c(cnn2-c2ccc(F)cc2)c1=O)OCc1ccccc1 | ? | -13% | -8% | 0% | -0.2% | ? | 0% | 1.0% | -4% | i | 1%
35 | O=C(C1CCC1)N(CCc1ccccc1)Cc1nc2ccccc2c(=O)[nH]1 | ? | -5% | 18% | 6% | -5.6% | ? | -37% | -4.2% | -2% | i | 0%
36 | O=C(Cn1nnc(-c2ccc(S(=O)(=O)N3CCCC3)cc2)n1)Nc1ccccc1-n1cccc1 | 9% | -20% | 26% | 0% | -1.1% | 9% | -2% | -2.3% | 12% | i | -6%
37 | CN1C(=O)N(C)C2(c3ccccc3)NC(=O)NC12c1ccccc1 (stereo unspecified) | 4% | -6% | -1% | -5% | -1.6% | 0% | 3% | 1.6% | 10% | i | 0%
38 | COc1ccc2nc(NC(=O)c3cnccn3)sc2c1 | -5% | -12% | 37%[activator] | -8% | 1.4% | 0% | 13µM* | -0.2% | 5µM* | i | 0%
39 | Cc1c(S(=O)(=O)Nc2ccc3c(c2)OCCO3)c(=O)n(C)c(=O)n1C | 2% | . | . | 0% | -0.8% | -4% | -6% | 1.5% | 10% | . | -4%
40 | CC1=C(C(=O)OC(C)C)C(C)C(C(=O)OC(C)C)=C(C)N1 | 9% | 2% | 5% | -4% | -1.4% | 3% | 1% | -1.8% | -18% | 5.9e-08M* | -3%
